Shiga inhibitor: Shiga toxin inhibition; Vero cells, Shiga toxin protein synthesis inhibition reporter; inhibition, % at 38.7 µM; actives 9.2% (n = 290,000); AID 2315; in the data active means inhibition mostly above about 28%, no sharp cut-off; inactive means mostly below about 43%; further: 0% is about no effect
AmpC no deterg: blocks E. coli AmpC beta-lactamase in detergent-free assay. Potency, µM (series often up to 57.1 µM), inactives show at the top dose activity change, negative = inhibition, usual class: inhibitors. P00811. AmpC nitrocefin hydrolysis, absorbance 480 nm, 0.0001% Triton. actives 0.52% (n = 330,000);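 further: potency means the concentration at half of the fitted maximal effect; plate controls were no compound for no effect and no enzyme for full effect; nearly all actives have a fitted effect of over 20% in size; some results filed as inactive show a strong effect at the top dose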
Target sequence (P00811 whole entry, looked up): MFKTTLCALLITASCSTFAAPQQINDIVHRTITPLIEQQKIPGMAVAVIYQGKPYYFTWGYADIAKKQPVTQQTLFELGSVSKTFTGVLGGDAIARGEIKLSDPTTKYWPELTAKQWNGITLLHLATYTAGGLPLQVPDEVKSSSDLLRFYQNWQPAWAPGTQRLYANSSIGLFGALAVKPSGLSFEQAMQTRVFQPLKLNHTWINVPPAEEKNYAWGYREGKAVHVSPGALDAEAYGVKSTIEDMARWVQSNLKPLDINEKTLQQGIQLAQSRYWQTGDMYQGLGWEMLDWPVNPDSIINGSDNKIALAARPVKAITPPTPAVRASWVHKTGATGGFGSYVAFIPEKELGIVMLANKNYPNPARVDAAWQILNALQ
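20 mM phosphate pH 7.0 + 0.01% (detergent screen) or 0.0001% Triton X-100; 5.3 nM AmpC reagent; cpd preinc 15 min RT; nitrocefin (800 uM stock) to start; A480 q20 s × 4 min; Activity was normalised to no-enzyme and no-compound control wells.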
TbPYK inhibitor: inhibitors of Trypanosoma brucei pyruvate kinase | Potency, µM (series often up to 76.8 µM), without a hit: at the top dose activity, negative = inhibition, hits mostly inhibitors | AID 624173 | Q57TT1 | TbPYK enzyme, Kinase-Glo Plus ATP luminescence, 45 min | actives 0.12% (n = 410,000); further: potency means the concentration at half of the fitted maximal effect; on the % scale 0 is the no-effect control and ±100 the full control effect; nearly all actives have a fitted effect of over 50% in size
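Luminescent Kinase-Glo Plus end-point after 45 min room-temperature reaction of T. brucei pyruvate kinase started with 130 uM ADP (final). Buffer TEA 50 mM pH 7.2 with KCl, MgCl2, BSA, Tween-20; titration-based qHTS with fitted concentration-effect curves.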
LmPK inh: inhibitors of Leishmania mexicana pyruvate kinase | Potency, µM (top dose mostly 57.5 µM), without a hit: at the top dose activity change, negative = inhibition, hits mostly inhibitors | actives 0.37% (n = 290,000) | Q27686 | purified LmPK, Kinase-Glo ATP luminescence, 1 h | AID 1721; further: potency means the concentration at half of the fitted maximal effect; on the % scale 0 is the no-effect control and ±100 the full control effect
Target sequence (Q27686 whole entry, looked up): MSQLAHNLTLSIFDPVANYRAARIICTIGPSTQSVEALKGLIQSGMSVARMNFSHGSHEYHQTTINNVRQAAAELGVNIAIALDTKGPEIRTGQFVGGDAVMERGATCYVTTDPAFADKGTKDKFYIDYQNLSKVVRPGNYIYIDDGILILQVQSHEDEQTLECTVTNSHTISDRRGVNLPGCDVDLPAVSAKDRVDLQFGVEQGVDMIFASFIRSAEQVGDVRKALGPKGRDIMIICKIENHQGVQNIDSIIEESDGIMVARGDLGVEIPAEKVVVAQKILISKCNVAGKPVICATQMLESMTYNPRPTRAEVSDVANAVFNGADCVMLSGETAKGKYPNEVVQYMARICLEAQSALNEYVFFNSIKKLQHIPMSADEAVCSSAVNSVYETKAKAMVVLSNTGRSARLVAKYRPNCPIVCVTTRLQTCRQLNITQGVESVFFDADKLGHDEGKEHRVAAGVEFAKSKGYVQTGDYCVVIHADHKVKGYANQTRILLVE
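0.1 nM LmPK, 0.5 mM PEP, 0.1 mM ADP; 50 mM imidazole pH 7.2, 7 mM MgCl2, 50 mM KCl; 1 h RT. Kinase-Glo luminescence readout, normalized to no-enzyme (full inhibition) and uninhibited wells.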
Pf growth 48h: P. falciparum growth inhibition at 48 hours (one generation); P. falciparum luciferase growth in erythrocytes, 48 h; Potency, µM (doses to about 28.7 µM), for inactives: top-dose activity change, negative = inhibition, hits mostly inhibitors; actives 5.9% (n = 310,000); further: potency means the concentration at half of the fitted maximal effect; on the % scale 0 is the no-effect control and ±100 the full control effect
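Growth was read as firefly luciferase luminescence after a 48 h, 37 C, 5% CO2 exposure of compounds to reporter-bearing P. falciparum cultures (0.1% parasitemia, 2% hematocrit final) in Albumax-supplemented RPMI 1640.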
Cycloheximide cs: affects cycloheximide protein synthesis inhibition readout, counter-screen | cell reporter, cycloheximide protein synthesis inhibition counterscreen | max response, % | actives 12% (n = 300,000); in the data active means max response mostly above about 13%, no sharp cut-off; inactive means mostly below about 14%; further: read at 38.3 µM for the half of the compounds with a filed dose; 0% is about no effect
Pf growth 96h: P. falciparum growth inhibition at 96 hour, primary screen for plastid delayed-death inhibitors; P. falciparum luciferase reporter growth, 96 h; Potency, µM (doses to about 28.7 µM), inactives show at the highest dose activity change, negative = inhibition, hits mostly inhibitors; actives 6.9% (n = 320,000); AID 504834; further: potency means the concentration at half of the fitted maximal effect; on the % scale 0 is the no-effect control and ±100 the full control effect
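96 h incubation, 37 C, 5% CO2, of luciferase-reporter P. falciparum-infected RBCs (2% hematocrit, 0.05% parasitemia final) with test compounds; endpoint luminescence.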
* = called active by the depositor; ? = inconclusive; . = not tested or not shown; & = joins results of further samples; [ ] = dose if it differs, or a comment. Unless noted, the call rests on the fitted dose curve; in most records, active means well fitted curve in the direction sought with a large enough effect; inconclusive means small, poorly fitted or top-dose-only effect, or another doubt; inactive means no such curve, though single readings can be large; an effect the other way counts as inactive or inconclusive.

| Molecule | Shiga inhibitor | Pf growth 48h | TbPYK inhibitor | Cycloheximide cs | LmPK inh | Pf growth 96h | AmpC no deterg |
| --- | --- | --- | --- | --- | --- | --- | --- |
| COC(=O)c1ccc(C23CC4(C2)[C@H](CN(C)[C@@H]4c2ccccc2)C3c2ccc(Cl)nc2)cc1 (stereo partly drawn) | 0 | ? | -1% | 0 | -1% | ? | 67%[activator] |
| CCC1CCCCN1C(=O)c1ccc2nc(Cc3ccc(OC)cc3)oc2c1 (stereo not drawn) | 77* | ? | 1% | 35* | -1% | 17% | 63%[activator] |
| CCC(C(=O)Nc1ccc([N+](=O)[O-])cn1)c1ccccc1 (stereo not drawn) | -6 | -13% | -2% | 1 | -11% | 0% | -43% |
| O=S(=O)(c1ccccc1)N1CCC(n2cnc3ccccc32)CC1 | -11 | 10% | 2% | -2 | 4% | 25% | 4% |
| CNc1cc(Cl)c2nonc2c1[N+](=O)[O-] | -9 | -11% | 3% | 1 | 5% | ? | -23% |
| CCC1CCCCN1C(=O)Nc1cc(Cl)ccc1OC (stereo not drawn) | -7 | -9% | 4% | 1 | -1% | ? | -14% |
| O=[N+]([O-])c1ccc(C(O)CN=Cc2ccc(O)cc2O)cc1 (stereo not drawn) | -2 | -8% | -4% | -1 | 4% | 3% | 13µM* |
| CC(=O)Nc1ccc(S(=O)(=O)Nc2nc(-c3ccc(C(C)(C)C)cc3)cs2)cc1 | -13 | 5% | -6% | -1 | 3% | 1.7µM* | 35µM* |
| O=C1CN(C(=O)/C=C/c2ccc(Cl)cc2)c2ccccc2N1 | 13 | ? | -1% | 13 | 3% | ? | -21%[11.4 µM] |
| CCC(Sc1nc(N)c(NC(=O)c2ccc(OC)c(OC)c2)c(=O)[nH]1)C(=O)OC (stereo not drawn) | 6 | . | 2% | -3 | 4% | ? | 7% |
| CN1C(=O)c2cccc3c(N)ccc(c23)C1=O | -2 | 39%[activator] | 4% | -5 | 2% | 0% | -8% |
| CC(Oc1ccc(Br)cc1)C(=O)NCC(c1cccs1)N1CCOCC1 (stereo not drawn) | . | ? | 1% | . | . | 0% | 127%[activator] |
| CCc1nc2sccc2c(=O)n1N | 18 | 0% | -1% | -1 | -4% | 3% | -14% |
| CSc1nsc(SCCN2C(=O)c3ccccc3C2=O)n1 | 29 | 4% | -10% | 14 | 1% | . | -20% |
| O=C(CCCCC(=O)NC1CCCC1)NC1CCCC1 | 6 | 10% | 3% | -3 | -2% | -28% | -28% |
| O=C(Nc1ccc(Cl)cc1)N1CCN(c2ccccc2)CC1 | 24 | ? | -3% | 20* | 2% | 12µM* | -14% |
| COc1cccc(NC(=O)c2sc(Cl)nc2C)c1 | . | -17% | 5% | 13* | -1% | -17% | -21% |
| Cc1ccccc1OCC(=O)NCC(=O)N/N=C/c1cccc([N+](=O)[O-])c1 | -8 | 13% | . | -2 | 3% | 42%[activator] | 0% |
| CCCN1CCCC[C@H]1C(=O)Nc1c(C)cccc1C | . | -18% | 4%&4% | . | . | -12% | . |
| O=C(OCc1ccccc1)Oc1cncc(C(=O)O)c1 | 18 | -8% | -7% | 12 | 3% | . | . |
| CC1O[C@@H](O[C@H](C)CC/C=C/C(=O)O)C(O)C[C@H]1O (stereo partly drawn) | . | -30% | 2% | . | . | 44%[activator] | -13% |
| COc1ccc(N2CCN(CCCNC(=O)C3CCN(S(=O)(=O)N4CCOCC4)CC3)CC2)cc1 | 4 | 6% | -7% | -4 | 0% | ? | 35% |
| Nc1nonc1/C(=N/O)N1CCN(CCO)CC1 | -6 | 15% | 2% | -3 | -2% | 3% | -2% |
| Cc1ccccc1N1CC(=O)Nc2c(oc3nc(-c4ccccc4)cc(C)c23)C1=O | -5 | ? | 2% | -2 | 8% | ? | 9% |
| Cc1ccc(C(C(=O)NC2CCCC2)N(C(=O)c2csnn2)C2CC2)cc1 (stereo not drawn) | -6 | -21% | -3% | -6 | 4% | 29% | 6% |
| Cc1ccc(N(C(=O)c2ccc(S(=O)(=O)N3CCCC3)cc2)C2C=CS(=O)(=O)C2)cc1 (stereo not drawn) | -9 | 4% | -9% | -1 | 9% | 32% | -12% |
| NS(=O)(=O)c1ccc(NC(=S)NCc2ccc(F)cc2)cc1 | -3 | 0% | -26% | 2 | -4% | 13% | -35% |
| CCN1CCN(S(=O)(=O)c2ccc(Cl)c(C(=O)Nc3ccccc3N3CCOCC3)c2)CC1 | . | ? | -2% | . | . | -9% | 139%[activator] |
| Cc1ccc(OCC(=O)N(C)CC(=O)Nc2ccc(F)cc2)c([N+](=O)[O-])n1 | -9 | -21% | -7% | -5 | 0% | 0% | -2% |
| COc1ccc(C(=O)Nc2nc3ccccc3[nH]2)cc1S(=O)(=O)N1CCCC1 | 75* | -27% | -4% | 19* | -1% | . | -8% |

The last 4 compounds of the part above come first, to join the parts.
| Molecule | Shiga inhibitor | Pf growth 48h | TbPYK inhibitor | Cycloheximide cs | LmPK inh | Pf growth 96h | AmpC no deterg |
| --- | --- | --- | --- | --- | --- | --- | --- |
| NS(=O)(=O)c1ccc(NC(=S)NCc2ccc(F)cc2)cc1 | -3 | 0% | -26% | 2 | -4% | 13% | -35% |
| CCN1CCN(S(=O)(=O)c2ccc(Cl)c(C(=O)Nc3ccccc3N3CCOCC3)c2)CC1 | . | ? | -2% | . | . | -9% | 139%[activator] |
| Cc1ccc(OCC(=O)N(C)CC(=O)Nc2ccc(F)cc2)c([N+](=O)[O-])n1 | -9 | -21% | -7% | -5 | 0% | 0% | -2% |
| COc1ccc(C(=O)Nc2nc3ccccc3[nH]2)cc1S(=O)(=O)N1CCCC1 | 75* | -27% | -4% | 19* | -1% | . | -8% |
| FC(F)(F)c1ccc(CSc2ccccn2)cc1 | 53* | 19% | -2% | 19* | -16% | 12% | -12% |
| CCCCC(c1nnnn1Cc1ccco1)N1CCN(c2nc3ccccc3s2)CC1 (stereo not drawn) | 62* | 9.3µM* | -4% | 23* | 1% | . | 7% |
| Cc1onc(C(N)=O)c1C(=O)Nc1ncc(C(F)(F)F)cc1Cl | -8 | 33%[activator] | 12% | 19 | -4% | 4% | -15% |
| CN(CC(=O)NC1CCCCCCC1)S(=O)(=O)c1cnc[nH]1 | -6 | -7% | 4% | 8 | 0% | 21% | -18% |
| COc1cccc(NC(=O)C2CCCC2)c1 | . | -9% | -1% | . | . | 61%[activator] | -14% |
| CN1C(=O)N(S(=O)(=O)c2ccc(F)c(F)c2F)C(=O)C1(C)C | -18 | -4% | 8% | 3 | 2% | 31%[activator] | -22% |
| O=C(c1ccc(F)cc1)n1c(=S)nc2ccccn21 | 83* | 468%[activator] | -25% | 53* | 5µM* | 135%[activator] | -13% |
| O=C(NCc1cccc(Cl)c1)c1ccc(N2CC3CC(C2)c2cccc(=O)n2C3)c(NC(=O)c2cccnc2)c1 (stereo not drawn) | -6 | ? | 6% | -3 | 0% | -14% | 153%[activator] |
| Cc1ccccc1OCC(=O)Nc1ccc(NC(=O)c2ccco2)cc1 | 3 | 3% | -3% | -2 | 2% | ? | 3% |
| Cc1cc(=O)[nH]c(CN2CCOCC2)n1 | -21 | 6% | 3% | -2 | -2% | 24% | -13% |
| CN(C)CCCN(C(=O)c1ccco1)c1nc2ccc(Br)cc2s1 | -13 | ? | -3% | -4 | 1%[11.5 µM] | ? | 43% |
| CN(C)S(=O)(=O)n1cc(/C=C(\NC(=O)c2ccccc2Cl)C(=O)N2CCOCC2)c2ccccc21 | -1 | 14% | -12% | 2 | -4% | 14% | -4% |
| CCOc1cc(/C=C2\C(=O)ON=C2c2ccccc2)ccc1OC | 19 | 2% | ? | -5 | -1% | ? | -35% |
| Cc1ccc(S(=O)(=O)/N=C2/NC(=O)/C(=C/c3cccnc3)S2)cc1 | -15 | -8% | -1% | -3 | -4% | 14% | -32% |
| CNC(=O)c1cc(-c2ccc(Cl)cc2)n(-c2ccccc2)n1 | -3 | -18% | -10% | -3 | 3% | 3% | 57% |
| CCCc1c2c(cc3c(=O)cc(C(=O)OCC)oc13)CCCC2 | 22 | . | -9% | -1 | -4% | 17% | -11% |
| CCC1SC(CC)C(=O)N(CC(=O)NCCc2ccccc2)C1=O (stereo not drawn) | -3 | 2% | -2% | -3 | 1% | 25% | 0% |
| COc1cc(C2N(c3ccccc3)CCN2c2ccccc2)cc(OC)c1OC | 61 | 10% | -15% | 13* | -2% | 0% | -3% |
| CCCCn1c(N)c(N(CC(C)C)C(=O)COC(=O)c2ccccc2NCCO)c(=O)[nH]c1=O | . | ? | -2% | . | . | 0% | -12% |
| N#C/C(=C\c1cccc([N+](=O)[O-])c1)c1ccccn1 | 55* | 3% | 4% | 28* | -1% | 23% | -21% |
| CCn1cc(CNC(=O)CCSc2nc(-c3ccco3)cc(C(F)(F)F)n2)cn1 | -13 | . | 4% | -3 | 0% | 0% | 51% |
| CC1(NC(=O)CC[N+](C)(C)CCO)CS(=O)(=O)CC1S(=O)(=O)[O-] (stereo not drawn) | 2 | 47%[activator] | . | -3 | 11% | 28% | 0% |
| COc1ccc(OC(=O)C(C)N2C(=O)c3ccccc3C2=O)cc1 (stereo not drawn) | . | -2% | -3% | -2 | 12% | 30% | -17% |
| Cc1ccc(F)cc1NS(=O)(=O)c1ccc(Cl)s1 | . | -15% | 2% | . | . | 11% | -34% |
| CC1CCCC(NC(=O)NC(=O)COC(=O)C2=NN(c3ccccc3)C(=O)CC2)C1C (stereo not drawn) | . | 3% | -8% | . | . | ? | 36% |
| C=CCNC(=O)C1CCN(c2c([N+](=O)[O-])cc(C(F)(F)F)cc2[N+](=O)[O-])CC1 | -16 | 5.2µM* | -6% | -1 | 3% | 9.3µM* | -20% |
| COc1ccc(NC2CCCN(C(=O)CCc3ccccc3F)C2)cc1 (stereo not drawn) | -4 | 12% | -16% | 1 | 1% | ? | 40% |
| CCOc1ncnc2c1oc1nc(CC(C)C)c3c(c12)CC(C)(C)OC3 | -15 | ? | 2% | -3 | 0% | ? | -14% |
| CSc1ccc(CN2CCCC(CO)(Cc3ccccc3)C2)cc1 (stereo not drawn) | -3 | ? | -10% | 1 | 5% | 22% | -8% |
| O=C(O)CCNS(=O)(=O)c1cccc(Br)c1 | -6 | ? | 2% | -8 | -3% | -14% | -23% |
| Nc1nonc1-n1nnc(C(=O)N/N=C/c2ccc(Cl)cc2Cl)c1CN1CCOCC1 | 18 | 58% | -5% | -2 | 1% | -5% | -14% |
| O=C(Nc1c2c(nn1-c1ccccc1)CS(=O)(=O)C2)C1CCCC1 | -3 | -1% | 1% | -1 | 0% | 18% | -3% |
| O=C1c2ccccc2-c2cccc(C(=O)N3CCCCCC3)c21 | 19 | -6% | -3% | -3 | 4% | -7% | -4% |
| COC(=O)C1=C(C)NC2=C(C(=O)c3ccccc32)C1c1cccc(OC)c1 (stereo not drawn) | -6 | 1% | -2% | 1 | -4% | 8% | 0% |
